# High-throughput results from PubChem.
# SMARCA2 act – activators of SMARCA2 function; MG213 cells, MMTV-luciferase reporter, dexamethasone, overnight; activation, % at 9.1 µM; actives 1% (n = 370,000); AID 652017; in the data active means activation above about 7.8%;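 further: 0% = vehicle wells and 100% = reference activator wells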
# DAX1 inh-1 – NR0B1 (DAX1) inhibition. HEK293 Gal4-DAX1 luciferase reporter, luminescence. P51843. AID 504766. inhibition, % at 6.75 µM. actives 0.99% (n = 340,000);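 active means inhibition above the mean over all tested compounds plus 3 SD, cut at about 4.2% in these data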;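 further: 0% = DAX1-transfected cells with DMSO and 100% = empty-vector control cells with DMSO; inhibition shows as a rise in luminescence from relieved DAX1 repression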
# DAX1 inh-2 – DAX1 (NR0B1) inhibition, primary screen. inhibition, % at 6.8 µM. HEK293T StAR-luciferase reporter, SF-1/DAX-1 repression relief. AID 652010. actives 1.1% (n = 370,000);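 active means inhibition above the mean over all tested compounds plus 3 SD, cut at about 3.6% in these data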;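 further: 0% = DAX-1 cells with DMSO and 100% = cells lacking DAX-1 with DMSO; higher inhibition means more luminescence from relief of DAX-1 repression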
# MBD2 inh – blocks human MBD2 binding to methylated DNA | Q9UBB5 | TR-FRET, MBD2 binding to methylated oligonucleotide | inhibition, % at 4.4 µM | actives 0.31% (n = 370,000); in the data active means inhibition above about 13%
# Target sequence (Q9UBB5 whole entry, looked up): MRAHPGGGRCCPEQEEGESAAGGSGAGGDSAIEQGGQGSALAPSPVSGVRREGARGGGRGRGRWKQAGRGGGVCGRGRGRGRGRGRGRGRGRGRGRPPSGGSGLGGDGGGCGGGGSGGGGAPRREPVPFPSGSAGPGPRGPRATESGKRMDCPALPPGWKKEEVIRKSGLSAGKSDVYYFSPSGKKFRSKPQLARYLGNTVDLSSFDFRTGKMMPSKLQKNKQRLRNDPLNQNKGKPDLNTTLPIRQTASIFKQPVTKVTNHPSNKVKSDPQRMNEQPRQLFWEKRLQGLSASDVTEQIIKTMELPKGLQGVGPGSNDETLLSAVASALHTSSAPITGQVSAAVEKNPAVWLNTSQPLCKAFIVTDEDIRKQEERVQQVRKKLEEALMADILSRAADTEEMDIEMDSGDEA
# PLCg1 inh – inhibitors of human phospholipase C gamma1 | actives 0.84% (n = 370,000) | inhibition, % at 12.2 µM | purified PLC-gamma1, fluorogenic substrate, fluorescence; in the data active means inhibition above about 9.5%
# Rev-erbA mod – modulates human Rev-erb alpha binding to DNA; activity, % at 10 µM; actives 0.79% (n = 370,000); Rev-erbα–FITC-DNA binding, fluorescence polarization, 90 min; P20393;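 active means activity above about 14%, limit read from the data; passing the limit was not always enough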;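 further: 0% = DMSO wells with 35 nM protein and 100% = DMSO wells with 750 nM protein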
# PLC-beta3 inh – inhibitors of human phospholipase C beta3. Q01970. Purified PLC-beta3, fluorogenic substrate, fluorescence. inhibition, % at 12.2 µM. actives 0.18% (n = 370,000). AID 720704; in the data active means inhibition above about 11%;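 further: 0% = median of compound wells on plate and 100% = full blocker control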
# ADAM17 inh – ADAM17 inhibition, QFRET primary screen | actives 0.83% (n = 370,000) | P78536 | recombinant ADAM17, EDANS/DABCYL FRET peptide cleavage | inhibition, % at 6.95 µM | AID 720648;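 active means inhibition above the mean of compounds lying between control limits plus 3 SD, set per campaign, cut at about 8.5% in these data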;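 further: 0% = DMSO-only wells as the low control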
# Target sequence (P78536 215-824 limits assumed): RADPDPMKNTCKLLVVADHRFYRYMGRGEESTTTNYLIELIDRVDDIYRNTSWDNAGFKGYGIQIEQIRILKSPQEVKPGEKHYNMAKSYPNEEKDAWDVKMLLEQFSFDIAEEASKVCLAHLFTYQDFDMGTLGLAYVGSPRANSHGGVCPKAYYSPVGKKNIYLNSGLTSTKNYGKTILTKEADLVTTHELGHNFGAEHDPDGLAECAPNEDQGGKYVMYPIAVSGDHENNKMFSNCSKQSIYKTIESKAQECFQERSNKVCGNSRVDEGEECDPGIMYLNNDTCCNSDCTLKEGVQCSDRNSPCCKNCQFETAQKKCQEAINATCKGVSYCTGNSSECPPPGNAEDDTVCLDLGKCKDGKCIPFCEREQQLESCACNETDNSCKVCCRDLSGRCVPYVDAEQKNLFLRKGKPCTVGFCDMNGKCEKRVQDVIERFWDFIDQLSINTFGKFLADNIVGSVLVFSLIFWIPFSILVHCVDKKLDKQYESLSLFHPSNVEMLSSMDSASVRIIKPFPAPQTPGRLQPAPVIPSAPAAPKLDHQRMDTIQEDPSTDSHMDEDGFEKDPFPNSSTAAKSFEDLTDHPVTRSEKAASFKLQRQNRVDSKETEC
# hcDAF-12 act – activators of H. contortus DAF-12 nuclear receptor; HEK293 hcDAF-12 lit1-tk-luc reporter, luminescence; 0% DMSO, 100% Δ7-dafachronic acid; activation, % at 6.8 µM; actives 1.4% (n = 370,000); AID 652067;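 active means activation above the mean of all tested compounds plus 3 SD, cut at about 5.5% in these data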;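 further: 100% = response to 3 µM Δ7-dafachronic acid high control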
# ssDAF-12 act – S. stercoralis DAF-12 activation, primary screen; HEK293 ssDAF-12/GRIP1 lit1-tk-luc reporter, luminescence; % of 3 µM dafachronic acid response; activation, % at 6.8 µM; actives 1% (n = 370,000); AID 652126;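 active means activation above the mean over all tested compounds plus 3 SD, cut at about 0.9% in these data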;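 further: 0% = DMSO-only wells and 100% = 3 µM delta7-dafachronic acid wells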
# hgDAF12 agonist – hgDAF-12 agonism, primary luciferase screen. actives 1.8% (n = 370,000). HEK293 GAL4-hgDAF12 UAS-luciferase reporter, agonist luminescence; normalized to butyrate control. AID 687014. activation, % at 6.8 µM;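 active means activation above a cutoff set at the mean of all screened compounds plus 3 SD, cut at about 10% in these data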;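 further: 0% = DMSO wells and 100% = sodium butyrate wells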
# * marks the source's active call; other numbers are inactive results; / = no result given.
smiles	SMARCA2 act	Rev-erbA mod	ADAM17 inh	MBD2 inh	DAX1 inh-2	ssDAF-12 act	DAX1 inh-1	PLCg1 inh	PLC-beta3 inh	hgDAF12 agonist	hcDAF-12 act
O=C1C2CCCN2C(c2ccc(Br)cc2)N1c1ccc(F)cc1 (centres undefined)	-1	-8	0	4	-0.1	-1.2	-0.2	1	1	-0.3	-0.2
Cc1ccc(P(C)(=O)c2ccc(C)cc2)cc1	2	2	-6	-5	0.8	-1.0	-0.7	1	1	0.6	-1.7
O=C(CN1CCN(C(=O)c2cc(C3CC3)nn2-c2ccccc2)CC1)Nc1ccc(F)cc1	-6	-3	-4	2	-1.0	-1.0	0.4	3	-2	15*	-0.8
O=C1NC2=C(C(=O)CCC2)C(c2ccccc2)N1 (centres undefined)	-2	-1	-11	8	0.2	-1.1	-0.3	-5	-14	0.2	-0.7
COc1ccc(NC(=O)c2ccc(-n3cncn3)c([N+](=O)[O-])c2)cc1OC	1	-6	0	1	-0.2	0.7	-0.8	2	-2	0.5	-0.3
CCOC(=O)c1cc(C#N)c(Oc2ccc(F)cc2)nc1-c1ccccc1	-2	-5	4	-5	-1.8	-1.0	-1.0	5	0	-1.9	-0.7
CCN(C(=O)CSc1ncnc2c1cnn2-c1ccccc1)C1CCS(=O)(=O)C1 (centres undefined)	-3	-3	-1	3	0.8	-1.1	1.7	3	-5	1.1	-0.4
O=C(Nc1ccc(N2CCOCC2)cc1)C1CC1	4	1	-1	-1	0.3	-0.4	1.2	-32	3	0.5	-1.9
O=C(c1cc(-c2ccccc2Cl)nc2ccccc12)N1CCN(c2ccccc2O)CC1	-5	0	1	2	-1.7	-1.4	-0.6	1	-6	-4.7	-3.0
O=c1cc(O)c2sc3nc(-c4ccccc4)cc(C(F)(F)F)c3c2[nH]1	-2	-12	1	-1	0.4	0.5	0.6	-47	-73	1.2	5.1
C#CCn1ccc(O)c(Cc2ccccc2)c1=O	-3	-1	-2	2	-0.2	-0.9	0.6	2	-2	-1.6	-1.2
COc1ccc(N2CCN(C(=O)c3ccc(CS(=O)(=O)c4ccccc4C)o3)CC2)cc1	-6	0	0	3	-0.8	-0.7	0.8	1	0	-2.5	0.4
CCCc1cc(Nc2ccccc2OCC)n2ncnc2n1	-4	1	-3	9	-1.1	-1.2	0.4	-5	-6	0.2	-0.9
COc1ccc(C(=O)Nc2ccccc2C(=O)NCc2cccnc2)cc1OC	-1	0	2	-3	-0.3	-0.5	-0.1	0	-7	-2.2	-1.5
Cc1ccc(S(=O)(=O)c2nnn3c2nc(N2CCOCC2)c2ccccc23)cc1	0	19	-1	-2	0.1	-1.0	0.5	1	-7	-2.2	-1.4
COc1ccc(NC(=O)C2(C)CCN2CC2CCCCC2)cc1OC (centres undefined)	-4	-5	-6	1	-0.6	-2.0	/	0	1	0.1	-1.5
CC1CCN(c2ccc3nnc(CCC(=O)NCc4ccco4)n3n2)CC1	-1	-9	-7	1	-0.7	-1.4	1.2	0	-9	-1.7	1.5
CCc1nnc(NC(=O)Nc2ccc(Cl)cc2)s1	3	2	-2	-1	1.2	-1.3	4.2	0	4	3.4	-0.8
Cc1oc(-c2nc3ccccc3n2C)cc1C(=O)c1ccccc1	4	-3	-2	1	3.0	1.2*	-1.8	-17	-19	9.2	11*
Cc1n[nH]c(C)c1S(=O)(=O)N1CCc2ccccc21	3	-1	0	4	0.7	-0.1	0.2	0	2	2.8	4.3
COc1cc(NC(=O)c2ccc(OC)c([N+](=O)[O-])c2)ccc1NC(=O)c1cccs1	-2	3	-3	1	0.2	-2.1	-1.7	1	0	2.1	-3.7
Cc1ccc2sc(NC(=O)CN3C(=O)CCC3=O)nc2c1C	-1	-4	0	2	1.0	-0.9	0.3	3	5	-1.0	-1.5
Cc1ccc([N+](=O)[O-])cc1NC(=O)c1cccnc1	-4	0	1	5	0.5	-1.3	0.4	3	-10	-2.7	-1.4
CCc1cc(C(=O)c2ccc(OC)cc2)c(NC(=O)COCC(=O)O)s1	0	2	-1	-2	0.0	-1.2	-0.3	-4	-16	1.0	3.5
O=C(CN1C(=O)CSc2ncccc21)NCCN1CCOCC1	1	-8	0	-3	1.2	-0.9	0.3	0	1	0.2	-0.5
COc1ccc(S(=O)(=O)N(C)C[C@H]2Oc3c(NC(=O)C4CCCCC4)cccc3C(=O)N([C@H](C)CO)C[C@@H]2C)cc1	1	-2	-4	8	-0.1	-1.3	-0.8	9.6*	-1	-1.8	-0.5
CC1CCCC(C)N1C(=O)CN1CCN(c2nc(-c3ccc(F)cc3)cs2)CC1 (centres undefined)	-3	-1	-1	0	-1.5	-1.8	-1.8	-1	-3	-1.7	-3.8
Cc1ccccc1NC(=O)c1ccccc1NC(=O)c1ccccc1F	-4	-3	-5	2	0.2	-0.6	-0.2	2	-7	1.6	4.5
COC(=O)c1cc(Cl)c(NC(=O)c2ccc(F)cc2)cc1OC	1	1	0	0	-0.5	-1.9	0.7	-2	-1	-3.2	-0.4
Cc1nc2cc(C(F)(F)F)ccc2n1C1CCN(CC(=O)NC(C)(C)C)CC1	-3	-3	-2	-4	-0.7	-0.8	0.1	1	0	-0.2	-0.2
Cc1ccc(C)c2[nH]c(=O)c(C(c3nnnn3Cc3ccccc3)N3CCc4ccccc4C3)cc12 (centres undefined)	0	-1	-22	3	-0.6	-1.3	2.1	-28	-40	-1.3	1.0
O=C(C(=O)N1CCOCC1)c1c[nH]c2ccccc12	1	-2	-2	-5	-0.3	-1.6	-0.2	0	5	0.8	1.2
CC(=O)Nc1ccc(NC(=O)C2CCN(S(C)(=O)=O)CC2)cc1	5	1	0	2	1.2	0.0	1.6	1	4	2.7	3.6
Cn1cnnc1SCC(=O)Nc1ccc(OCc2ccccc2)cc1	1	-5	-2	5	-1.1	-1.1	1.4	-2	-6	2.2	2.5
COc1cccc(C(=O)N2CCOCC2)c1	-5	1	2	-2	0.4	-1.2	0.1	11*	5	3.5	-2.0
Cc1cccc(C(=O)NC(=S)NNC(=O)c2cccs2)c1	1	-2	3	2	-0.2	-0.6	-0.5	1	2	1.1	2.7
CC(C)CC(=O)Nc1ccc2nn(-c3ccccc3)nc2c1	1	-1	-294	2	3.4	-0.3	3.2	-134	-141	14*	3.8
CC1(NC(=O)c2cccc(S(=O)(=O)N3CCN(c4ccccc4)CC3)c2)CCS(=O)(=O)C1 (centres undefined)	-3	0	-2	4	-1.6	-0.7	-0.7	0	-7	0.8	-0.1
Fc1ccc(/C=N/Nc2ccccn2)cc1	4	2	0	1	1.5	-0.7	1.6	2	-2	7.2	0.7
COc1ccc(NC(=O)C(=O)NCC(=O)Nc2cc(OC)ccc2OC)cc1	1	0	-3	-6	-0.4	-0.8	0.6	-6	-5	1.5	-1.0
CC(O)c1cccc(NC(=O)CC(c2ccccc2)c2ccccc2)c1 (centres undefined)	-1	0	2	-2	-1.2	-1.9	-2.7	0	-6	-3.0	-2.3
Cc1ccc(-c2nnn(CC(=O)N(CC(=O)NCc3ccccc3)c3cccc(C)c3C)n2)o1	-2	-2	2	-3	0.0	-1.2	-0.6	-2	0	-3.3	-0.2
CCOC(=O)c1oc2ccccc2c1CSc1nnnn1-c1ccc(OC)cc1	-2	2	0	-5	0.0	-1.4	1.8	7	6	0.1	0.1
COc1cccc(C(=O)NCCS(=O)(=O)N2CC(C)CC(C)C2)c1 (centres undefined)	-2	-11	-3	-2	1.5	-0.8	-0.8	1	-9	-0.9	-1.3
CCCc1c(NC(=O)Nc2ccc(Cl)cc2Cl)cnn1-c1ccccc1	0	-3	-4	-2	-0.1	-2.1	/	0	-5	2.7	0.2
CC(=O)Nc1ccc2nc(-c3ccccc3)cn2c1	8.8*	-4	-64	1	6.0*	0.5	1.1	-25	-25	21*	4.3
CC1CCN(CC(C)CNC(=O)c2cc(-c3ccccn3)nc3ccccc23)CC1 (centres undefined)	2	-2	-5	-3	0.5	-1.4	0.8	-5	2	1.1	-0.2
CC(=O)N1CCOc2ccc(S(=O)(=O)N3CCC(C(=O)Nc4ccc(F)cc4)CC3)cc21	-2	5	2	-2	-2.6	-1.3	-0.1	2	-3	-1.6	-3.8
CCc1nnc(NS(=O)(=O)c2ccc(N=Cc3c(C)[nH]n(-c4cccc(Cl)c4)c3=O)cc2)s1	-1	0	-4	-3	0.1	-0.2	0.4	1	0	-2.8	-0.9
O=S(=O)(NCc1ccccc1)c1cccc2nonc12	-1	-2	-2	3	-0.3	-1.6	2.6	-2	3	-2.1	-0.9
O=C(COc1ccc(Cl)cc1Br)Nc1cccc(S(=O)(=O)N2CCCC2)c1	1	3	3	6	-1.4	-1.3	0.2	2	-7	2.9	-1.3
COc1cc(OC)cc(C(=O)NCc2n[nH]c(=S)n2-c2ccccc2OC)c1	-3	-3	-6	-3	-0.3	-0.5	0.0	-1	5	-1.4	-1.3
CCCC(N)CCCCCC(=O)O (centres undefined)	1	6	-2	2	-0.3	-1.4	0.5	0	-2	-1.3	0.0
Cc1cc(OCC(=O)Nc2ccc3oc(=O)ccc3c2)ccc1Cl	-3	3	-3	4	-0.2	-1.0	2.2	0	-14	-2.6	-0.6
S=C(NCC1CCCO1)Nc1ccccc1Cl (centres undefined)	0	1	3	-5	-0.3	-0.7	-0.2	3	4	0.4	0.0

# 8 entries from above, with two lines to a compound:
# Every second line gives: SMARCA2 act	Rev-erbA mod	ADAM17 inh	MBD2 inh	DAX1 inh-2	ssDAF-12 act	DAX1 inh-1	PLCg1 inh	PLC-beta3 inh	hgDAF12 agonist	hcDAF-12 act
O=C1C2CCCN2C(c2ccc(Br)cc2)N1c1ccc(F)cc1 (centres undefined)
 : -1	-8	0	4	-0.1	-1.2	-0.2	1	1	-0.3	-0.2
Cc1ccc(P(C)(=O)c2ccc(C)cc2)cc1
 : 2	2	-6	-5	0.8	-1.0	-0.7	1	1	0.6	-1.7
O=C(CN1CCN(C(=O)c2cc(C3CC3)nn2-c2ccccc2)CC1)Nc1ccc(F)cc1
 : -6	-3	-4	2	-1.0	-1.0	0.4	3	-2	15*	-0.8
O=C1NC2=C(C(=O)CCC2)C(c2ccccc2)N1 (centres undefined)
 : -2	-1	-11	8	0.2	-1.1	-0.3	-5	-14	0.2	-0.7
COc1ccc(NC(=O)c2ccc(-n3cncn3)c([N+](=O)[O-])c2)cc1OC
 : 1	-6	0	1	-0.2	0.7	-0.8	2	-2	0.5	-0.3
CCOC(=O)c1cc(C#N)c(Oc2ccc(F)cc2)nc1-c1ccccc1
 : -2	-5	4	-5	-1.8	-1.0	-1.0	5	0	-1.9	-0.7
CCN(C(=O)CSc1ncnc2c1cnn2-c1ccccc1)C1CCS(=O)(=O)C1 (centres undefined)
 : -3	-3	-1	3	0.8	-1.1	1.7	3	-5	1.1	-0.4
O=C(Nc1ccc(N2CCOCC2)cc1)C1CC1
 : 4	1	-1	-1	0.3	-0.4	1.2	-32	3	0.5	-1.9
